HIF act = HIF pathway transcriptional activators, primary screen, cell-based, U2OS HRE-luciferase, luminescence; U2OS HRE-luciferase reporter; normalized: DMSO 0%, desferrioxamine 100%; activation, % at 7.5 µM (by protocol); 0.32% of 300,000 active; AID 1910, 2009;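 active means mean activation of at least 10% of the iron chelator positive control signal, with at least half of replicates also reaching 10%; inconclusive means mean and replicate majority disagree about reaching 10%; inactive means mean and most replicates under 10%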
KLF5 inhibitor = KLF5 expression inhibitors, primary screen, DLD-1 cells, luminescence | inhibition, % at 5 µM | DLD-1 KLF5 promoter-luciferase reporter | AID 1700, 2009 | 0.23% of 290,000 active;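 active means inhibition above a per-plate limit of that plate's mean compound inhibition plus 3 SD, cut at about 60% in these data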;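 further: 0% = DMSO wells and 100% = LY294002 at 200 µM; higher means less KLF5 promoter-driven luciferase light; inactives centre near -14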
aSyn UTR inh = MLPCN primary screen, SNCA 5' untranslated region; alpha-synuclein 5'UTR reporter, inhibitor activity; inhibition, % (tested at 7.5 µM); 0.82% of 300,000 active; AID 1813, 2009; in the data active means inhibition above about 60%; inconclusive means no clear call, values can overlap the other calls;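 further: H4 neuroglioblastoma cells stably carrying SNCA 5'UTR luciferase fusion; 0% = DMSO wells and 100% = positive control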
IEC-6 cytotox = cytotoxicity in IEC-6 intestinal epithelial cells, primary screen, cytotoxicity control for KLF5 inhibitor project, cell-based, luminescence | IEC-6 cytotoxicity, luminescence viability | inhibition, % at 5 µM | 0.78% of 290,000 active | AID 1825, 2009; in the data active means inhibition above about 22%;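 further: 0% = plate median of test compound wells and 100% = cytotoxic reference compound wells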
HDAC3 inhib = HDAC3 deacetylase inhibitors, primary screen, biochemical, fluorescence, cell-free homogeneous; Histone deacetylase 3 (Homo sapiens), O15379; recombinant HDAC3, fluorogenic peptide/trypsin coupled; inhibition, % at 8.3 µM; 0.15% of 320,000 active; in the data active means inhibition above about 26%, passing the limit was not always enough; inconclusive means no clear call, values can overlap the other calls
Target sequence (O15379 whole entry, looked up): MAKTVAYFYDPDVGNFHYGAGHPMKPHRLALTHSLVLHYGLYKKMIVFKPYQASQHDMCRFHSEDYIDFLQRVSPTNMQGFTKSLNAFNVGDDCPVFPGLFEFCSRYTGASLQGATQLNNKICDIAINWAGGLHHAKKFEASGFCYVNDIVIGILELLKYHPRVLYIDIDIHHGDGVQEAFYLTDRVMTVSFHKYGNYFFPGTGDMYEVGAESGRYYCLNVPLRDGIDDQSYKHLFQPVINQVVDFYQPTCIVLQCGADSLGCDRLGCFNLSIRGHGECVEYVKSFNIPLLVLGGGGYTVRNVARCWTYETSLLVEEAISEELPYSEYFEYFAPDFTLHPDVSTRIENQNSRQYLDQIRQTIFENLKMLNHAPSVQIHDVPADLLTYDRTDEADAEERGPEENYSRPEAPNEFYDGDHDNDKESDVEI
HSF1 inhib = HSF1 inhibitors in luciferase reporter cells, primary screen, cell-based, NIH3T3, luminescence; AID 2098, 2009; 0.77% of 300,000 active; activity change, negative = inhibition, % at 7.5 µM (by protocol); NIH3T3-HGL HSE-luciferase, MG132-induced, luminescence 8 h; stronger effect = lower value;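 active means more than half of replicate wells show activity change below -50%, luminescence cut by over half; inconclusive means some wells, but at most half, below -50%; inactive means no replicate well below -50%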;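 further: luciferase reports HSF-1 transcriptional activity via heat shock element; 0% = median of DMSO wells and -100% = zero luminescence signal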
HSF1 activator = HSF-1 activators, primary screen, NIH3T3-HGL cells, MG132 stress, luminescence, single point; NIH3T3-HGL HSF-1 luciferase reporter, 8 h; 100% = twice DMSO control signal; activation, % at 9 µM; 1.7% of 300,000 active;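 active means mean replicate activation of at least 50% with a set share of replicates each reaching 50%; inconclusive means only one of those two conditions met; inactive means mean below 50% and too few replicates reaching it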;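 further: 0% = median of the neutral control wells and 100% = twice that signal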
AI-2 QS modul = Vibrio harveyi AI-2 quorum sensing modulators, primary screen, JMH597 strain, luminescence/OD600 ratio; Vibrio harveyi JMH597 AI-2 luminescence/OD600 ratio, 9 h; stronger effect = lower value; strain lacks LuxN and CqsS sensors; 0 = neutral-control median; activity change, % at 7.5 µM; 0.4% of 300,000 active; in the data active means activity change below about -75%, passing the limit was not always enough; inconclusive means no clear call, values can overlap the other calls;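 further: luminescence divided by OD600 gain over 9 h not by final OD600 alone; inactives centre near 13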
HSP90 refold inh = HSP90 inhibitors, primary screen, cell lysate, luminescence; Rabbit reticulocyte lysate, luciferase refolding luminescence, 3 h; inhibition, % at 5.6 µM; 0.91% of 290,000 active;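 active means inhibition above the screen-wide mean plus 3 SD, computed separately per campaign, cut at about 16% in these data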;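 further: 0% = DMSO wells and 100% = 60 µM geldanamycin wells; inhibitors lower the luminescence because luciferase stays unfolded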
Platelet DG rel = inhibitors of platelet dense granule secretion, primary screen, cell-based, MLPCN, human platelets. human platelet-rich plasma, SFLLRN dense granule ATP release, luminescence. inhibition, %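 (compounds screened at 7.5 µM in platelet-rich plasma)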. 0.22% of 300,000 active. AID 1663, 2009;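 active means mean replicate score, as percent of positive control, at or above 50; inconclusive means mean below 50 but at least one replicate at or above 50; inactive means mean and every replicate below 50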
Starred values were filed as active, the others as inactive.

How did Cc1ccc(SCC(=O)NC(=O)Nc2ccc3c(c2)OCCO3)cc1C do in these assays?
HIF act: 0.4; KLF5 inhibitor: 4; aSyn UTR inh: 2; IEC-6 cytotox: -10; HDAC3 inhib: -4; HSF1 inhib: -5; HSF1 activator: -24; AI-2 QS modul: 26; HSP90 refold inh: -4; Platelet DG rel: -5

Results for Cc1c(O)ccc2c(-c3ccccc3)cc(=O)oc12 ?
HIF act: -1.2; KLF5 inhibitor: -36; aSyn UTR inh: 1; IEC-6 cytotox: 5; HDAC3 inhib: -5; HSF1 inhib: -21; HSF1 activator: -25; AI-2 QS modul: 13; HSP90 refold inh: 3; Platelet DG rel: 4

Results for COC(C/C=C/[C@@H](O)[C@@H](C)OCc1ccccc1)OC ?
HIF act: 0.1; aSyn UTR inh: 8; HDAC3 inhib: -2; HSF1 inhib: 2; HSF1 activator: 22; AI-2 QS modul: 21; Platelet DG rel: 3

How did COc1ccc2c(c1)CC/C(=C/c1ccccn1)C2=O do in these assays?
HIF act: 2.9; KLF5 inhibitor: -64; aSyn UTR inh: -81; IEC-6 cytotox: 3; HDAC3 inhib: -2; HSF1 inhib: 38; HSF1 activator: 66*; AI-2 QS modul: 10; HSP90 refold inh: 2; Platelet DG rel: 8

What do the screens show for `CCOC(=O)C1=C(C)NC(C)=C(C(=O)OCC)C1c1ccc(O)cc1`?
HIF act: 0.0; KLF5 inhibitor: -12; aSyn UTR inh: 19; IEC-6 cytotox: 11; HDAC3 inhib: 1; HSF1 inhib: -3; HSF1 activator: 1; AI-2 QS modul: 39; HSP90 refold inh: 4; Platelet DG rel: -3

What do the screens show for `COc1ccc(Cl)cc1S(=O)(=O)N1CCN(c2ccc(F)cc2)CC1`?
HIF act: 0.2; KLF5 inhibitor: -21; aSyn UTR inh: -6; IEC-6 cytotox: -4; HDAC3 inhib: 3; HSF1 inhib: 23; HSF1 activator: 26; AI-2 QS modul: 20; HSP90 refold inh: -1; Platelet DG rel: 1

How did COc1ccc(OCC(=O)NCCNC(=O)c2ccccn2)cc1 do in these assays?
HIF act: 0.0; KLF5 inhibitor: 12; aSyn UTR inh: -13; IEC-6 cytotox: -6; HDAC3 inhib: 1; HSF1 inhib: 3; HSF1 activator: 15; AI-2 QS modul: 23; HSP90 refold inh: -5; Platelet DG rel: -1

How did COc1cc(NC(=O)c2ccc(NS(=O)(=O)c3c(C)noc3C)cc2)cc(OC)c1 do in these assays?
HIF act: -1.0; KLF5 inhibitor: -11; aSyn UTR inh: 1; IEC-6 cytotox: -2; HDAC3 inhib: -6; HSF1 inhib: -5; HSF1 activator: 8; AI-2 QS modul: 53; HSP90 refold inh: 2; Platelet DG rel: 1

How did COc1ccc(NC(=O)C(OC(=O)c2cnccn2)c2ccccc2)cc1Cl (stereo not drawn) do in these assays?
HIF act: 0.6; KLF5 inhibitor: -18; aSyn UTR inh: -22; IEC-6 cytotox: 8; HDAC3 inhib: 3; HSF1 inhib: 4; HSF1 activator: 22; AI-2 QS modul: 7; HSP90 refold inh: 1; Platelet DG rel: -10

How did CN(C)c1cc(-c2ccc(C#N)cc2)oc(=O)c1Cl do in these assays?
HIF act: 0.1; KLF5 inhibitor: -11; aSyn UTR inh: -2; IEC-6 cytotox: -3; HDAC3 inhib: 1; HSF1 inhib: -3; HSF1 activator: 3; AI-2 QS modul: 22; HSP90 refold inh: 0; Platelet DG rel: -4

What do the screens show for `COc1ccc(N(Cc2cc3ccccc3[nH]c2=O)S(=O)(=O)c2ccccc2)cc1`?
HIF act: -0.4; KLF5 inhibitor: -6; aSyn UTR inh: 17; IEC-6 cytotox: -4; HDAC3 inhib: 16; HSF1 inhib: 1; HSF1 activator: 12; AI-2 QS modul: 17; HSP90 refold inh: 5; Platelet DG rel: -7

Results for CCOc1ccccc1NC(=O)COC(=O)C1CC1 ?
HIF act: -0.6; KLF5 inhibitor: 5; aSyn UTR inh: 1; IEC-6 cytotox: 1; HDAC3 inhib: -7; HSF1 inhib: -2; HSF1 activator: 4; AI-2 QS modul: 36; HSP90 refold inh: 4; Platelet DG rel: -1

What do the screens show for `COc1cccc(/C=N/n2nnnc2N)c1OCc1ccccc1Cl`?
HIF act: -0.4; KLF5 inhibitor: -17; aSyn UTR inh: -1; IEC-6 cytotox: 4; HDAC3 inhib: -16; HSF1 inhib: -7; HSF1 activator: -1; AI-2 QS modul: 5; HSP90 refold inh: -3; Platelet DG rel: -10

Results for COC(=O)COc1ccc(NS(=O)(=O)c2cccc([N+](=O)[O-])c2)cc1 ?
HIF act: -0.1; KLF5 inhibitor: -9; aSyn UTR inh: 9; IEC-6 cytotox: -2; HDAC3 inhib: 1; HSF1 inhib: -1; HSF1 activator: 5; AI-2 QS modul: 7; HSP90 refold inh: -1; Platelet DG rel: 8

How did COCCNC(=O)C12CC3CC(C1)CC(c1ccccc1)(C3)C2 do in these assays?
HIF act: 0.3; KLF5 inhibitor: -27; aSyn UTR inh: 4; IEC-6 cytotox: -5; HDAC3 inhib: 3; HSF1 inhib: -1; HSF1 activator: -2; AI-2 QS modul: 35; HSP90 refold inh: 3; Platelet DG rel: -3

What do the screens show for `C=CCNC(=O)c1onc(CSc2ccc(C(C)C)cc2)c1C(=O)O`?
HIF act: -1.8; KLF5 inhibitor: -29; aSyn UTR inh: 2; IEC-6 cytotox: -7; HDAC3 inhib: -4; HSF1 inhib: 0; HSF1 activator: -4; AI-2 QS modul: 13; HSP90 refold inh: -12; Platelet DG rel: 6

What do the screens show for `Cc1ccccc1Cn1nc(C)c(NC(=O)c2cc3n(n2)C(C(F)F)CC(C(F)F)N3)c1C` (stereo not drawn)?
KLF5 inhibitor: 4; IEC-6 cytotox: 1; HDAC3 inhib: 3; HSP90 refold inh: 1

Results for COC(=O)/C=C/C(=O)Nc1cccc(C(F)(F)F)c1 ?
HIF act: 4.1; KLF5 inhibitor: 13; aSyn UTR inh: -7; IEC-6 cytotox: 6; HDAC3 inhib: 1; HSF1 inhib: 51; HSF1 activator: 93*; AI-2 QS modul: -89*; HSP90 refold inh: 3; Platelet DG rel: 2

What do the screens show for `COc1ccc2[nH]c(=O)c(CN(CCCN(C)C)C(=O)Nc3ccc(F)cc3)cc2c1`?
HIF act: -0.1; KLF5 inhibitor: -18; aSyn UTR inh: -22; IEC-6 cytotox: 7; HDAC3 inhib: inconclusive; HSF1 inhib: -2; HSF1 activator: -10; AI-2 QS modul: 14; HSP90 refold inh: -1; Platelet DG rel: -3

Results for NC(=O)C1CCN(C(=O)C23CC4CC(CC(C4)C2)C3)CC1 ?
HIF act: 0.2; KLF5 inhibitor: -77; aSyn UTR inh: -1; IEC-6 cytotox: -4; HDAC3 inhib: -4; HSF1 inhib: -16; HSF1 activator: -36; AI-2 QS modul: 8; HSP90 refold inh: 2; Platelet DG rel: -2

Results for CCCc1[nH]nc2c1C1(C(=O)N(CC)c3ccccc31)C(C#N)=C(N)O2 (stereo not drawn) ?
HIF act: 0.0; KLF5 inhibitor: -2; aSyn UTR inh: -6; IEC-6 cytotox: -4; HDAC3 inhib: -12; HSF1 inhib: 7; HSF1 activator: 13; AI-2 QS modul: 42; HSP90 refold inh: 0; Platelet DG rel: -4

What do the screens show for `Cc1cccc(NC(=O)COc2coc(CN3CCN(Cc4ccccc4)CC3)cc2=O)c1`?
HIF act: -0.1; aSyn UTR inh: -4; HSF1 inhib: -3; HSF1 activator: -4; AI-2 QS modul: 11; Platelet DG rel: -2

Results for COc1ccc(CNC(=O)CN(C)S(=O)(=O)c2ccc(Cl)cc2)cc1 ?
HIF act: 0.0; KLF5 inhibitor: -10; aSyn UTR inh: 12; IEC-6 cytotox: -8; HDAC3 inhib: -1; HSF1 inhib: -4; HSF1 activator: -7; AI-2 QS modul: 26; HSP90 refold inh: -2; Platelet DG rel: 4

What do the screens show for `CC(=O)C1=C(NC(=O)c2ccc(F)cc2)CC2C1C2(C)C` (stereo not drawn)?
HIF act: -0.4; KLF5 inhibitor: 8; aSyn UTR inh: -3; IEC-6 cytotox: 5; HDAC3 inhib: 3; HSF1 inhib: 10; HSF1 activator: 16; AI-2 QS modul: 12; HSP90 refold inh: 4

Results for C/C(=N/NC(=O)c1cc(O)c(O)c(O)c1)c1ccc([N+](=O)[O-])cc1 ?
HIF act: 0.0; KLF5 inhibitor: -8; aSyn UTR inh: 6; IEC-6 cytotox: -4; HSF1 inhib: -7; HSF1 activator: 1; AI-2 QS modul: 21; HSP90 refold inh: -3; Platelet DG rel: 2

Results for COCCNC(=O)CN(CC1CCCO1)C(=O)CCC(=O)Nc1ccccn1 (stereo not drawn) ?
HIF act: -0.1; KLF5 inhibitor: -21; aSyn UTR inh: -5; IEC-6 cytotox: 9; HDAC3 inhib: -1; HSF1 inhib: -2; HSF1 activator: -20; AI-2 QS modul: 11; HSP90 refold inh: 5; Platelet DG rel: -5

How did COc1ccc(-c2nc3ccc(C(=O)NCC(OC)OC)cc3nc2-c2ccc(OC)c(OC)c2)cc1OC do in these assays?
HIF act: -0.6; KLF5 inhibitor: -17; aSyn UTR inh: -5; IEC-6 cytotox: -6; HDAC3 inhib: 7; HSF1 inhib: -2; HSF1 activator: -5; AI-2 QS modul: 29; HSP90 refold inh: -2; Platelet DG rel: 4

Results for CCN(CC(=O)Nc1cc(Cl)ccc1C)C(=O)Cc1sc(C)nc1-c1ccc(F)cc1 ?
HIF act: -0.7; aSyn UTR inh: 6; HDAC3 inhib: 7; HSF1 inhib: 4; HSF1 activator: 8; AI-2 QS modul: 10; Platelet DG rel: -6

Results for COC(=O)CCC(=O)Nc1ccccc1C(=O)Nc1ccccc1 ?
HIF act: -0.1; KLF5 inhibitor: -32; aSyn UTR inh: -8; IEC-6 cytotox: -4; HDAC3 inhib: -7; HSF1 inhib: -1; HSF1 activator: 14; AI-2 QS modul: 12; HSP90 refold inh: 0; Platelet DG rel: 10

What do the screens show for `COCCCn1c(=NC(=O)c2ccncc2)c(C#N)cc2c(=O)n3cccc(C)c3nc21`?
HIF act: 0.1; KLF5 inhibitor: 18; aSyn UTR inh: -23; IEC-6 cytotox: -3; HDAC3 inhib: -84; HSF1 inhib: -1; HSF1 activator: -6; AI-2 QS modul: 9; HSP90 refold inh: 6; Platelet DG rel: 1

Results for NC(=O)COC(=O)c1cc([N+](=O)[O-])ccc1NCCO ?
HIF act: -0.5; KLF5 inhibitor: -15; aSyn UTR inh: -23; IEC-6 cytotox: -2; HDAC3 inhib: -4; HSF1 inhib: -1; HSF1 activator: 0; AI-2 QS modul: 16; HSP90 refold inh: -1; Platelet DG rel: 1

How did O=C(CNC(=O)c1ccc(F)cc1)N/N=C/c1cccnc1 do in these assays?
HIF act: -0.5; KLF5 inhibitor: 5; aSyn UTR inh: -13; IEC-6 cytotox: 3; HDAC3 inhib: -9; HSF1 inhib: 1; HSF1 activator: 0; AI-2 QS modul: 5; HSP90 refold inh: -4; Platelet DG rel: 3

Bioassay records deposited in PubChem by several laboratories.
